NCOA3 inh: human NCOA3 inhibition; HEK293 GAL4-SRC3 luciferase reporter, luminescence; inhibition, % at 3.6 µM; hit rate 0.17% among 360,000; AID 588352;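 active = inhibition above a per-campaign cutoff, the mean of all compounds plus 3 SD, cut at about 60% in these data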;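 note: 0% = DMSO-treated cells and 100% = gossypol-treated cells at 36 µM; higher means less SRC3-driven luciferase light from the GAL4 reporter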
TLR9-MyD88 block: TLR9-MyD88 interaction inhibition. Q9NR96+Q99836. CHO BLA complementation TLR9-MyD88, CCF4 FRET ratio. inhibition, % at 4.98 µM. hit rate 0.21% among 340,000;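 active = inhibition above the mean over all tested compounds plus 3 SD, cut at about 21% in these data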;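 note: 0% = DMSO only wells and 100% = clavulanate BLA inhibitor control wells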
ABHD5-PLIN5 inh: blocks binding of human ABHD5 to perilipin-5. Q00G26+Q8WTS1. Split G. princeps luciferase complementation, luminescence, 4 h. inhibition, % at 4 µM. hit rate 0.78% among 360,000;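 active = inhibition above the mean inhibition across every tested compound plus 3 SD, cut at about 22% in these data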;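 note: 0% = DMSO only wells and the 100% control is not disclosed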
NOD2-RIPK2 inh: blocks binding of human NOD2 to RIPK2. hit rate 0.38% among 360,000. AID 624267. CHO BLA complementation NOD2-RIPK2, CCF4 ratio. inhibition, % at 4.98 µM; in the data active = inhibition above about 21%;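 note: 0% = vehicle only and 100% = reference blocker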
MC4R ag barr: agonists of human melanocortin 4 receptor (MC4R) beta-arrestin; P32245; U2OS MC4R beta-arrestin complementation, luminescence; percent of melanotan II response, DMSO zero; hit rate 0.98% among 360,000; activation, % at 8.9 µM;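 active = activation above a per-plate cutoff, the mean activation of sample wells on that plate plus 3 SD, cut at about 8% in these data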
Target sequence (P32245 whole entry, looked up): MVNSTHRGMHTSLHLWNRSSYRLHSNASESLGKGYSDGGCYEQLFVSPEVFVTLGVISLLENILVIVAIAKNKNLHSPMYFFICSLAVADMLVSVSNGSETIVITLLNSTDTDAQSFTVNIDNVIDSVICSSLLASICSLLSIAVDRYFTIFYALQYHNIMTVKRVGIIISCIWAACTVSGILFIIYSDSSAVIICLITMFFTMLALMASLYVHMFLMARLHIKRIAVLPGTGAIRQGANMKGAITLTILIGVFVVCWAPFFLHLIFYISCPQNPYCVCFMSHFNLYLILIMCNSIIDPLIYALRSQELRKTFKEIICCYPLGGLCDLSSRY
LRH-1 inv ag: suppresses constitutive activity of human LRH-1. HEK293T StAR-luciferase reporter, LRH-1 transfected, 24 h. inhibition, % at 3.6 µM. hit rate 0.13% among 360,000. AID 602396;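 active = inhibition above the mean inhibition of all tested compounds plus 3 SD, cut at about 73% in these data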;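 note: 0% = DMSO wells and 100% = reporter-only cells lacking LRH-1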
EBV LMP1 NFkB: inhibitors of Epstein-Barr LMP1-induced NF-kappaB reporter; LMP1-induced NF-kappaB luciferase reporter cells, luminescence; inhibition, % at 12.5 µM; hit rate 0.69% among 350,000; AID 504558; in the data active = inhibition above about 41%;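 note: 0% = neutral control wells and 100% = reference inhibitor control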
COUP-TFII inh: inhibitors of human COUP-TFII (NR2F2). P24468. HEK293T NGFI-A luciferase reporter, luminescence. inhibition, % at 8.6 µM. hit rate 0.7% among 370,000;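 active = inhibition above a per-plate cutoff, mean inhibition of test wells between control levels plus 3 SD, cut at about 38% in these data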;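 note: cells cotransfected with COUP-TFII expression vector driving the NGFI-A reporter; 0% = median of COUP-TF2 test wells and 100% = reporter-only cells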
Target sequence (P24468 whole entry, looked up): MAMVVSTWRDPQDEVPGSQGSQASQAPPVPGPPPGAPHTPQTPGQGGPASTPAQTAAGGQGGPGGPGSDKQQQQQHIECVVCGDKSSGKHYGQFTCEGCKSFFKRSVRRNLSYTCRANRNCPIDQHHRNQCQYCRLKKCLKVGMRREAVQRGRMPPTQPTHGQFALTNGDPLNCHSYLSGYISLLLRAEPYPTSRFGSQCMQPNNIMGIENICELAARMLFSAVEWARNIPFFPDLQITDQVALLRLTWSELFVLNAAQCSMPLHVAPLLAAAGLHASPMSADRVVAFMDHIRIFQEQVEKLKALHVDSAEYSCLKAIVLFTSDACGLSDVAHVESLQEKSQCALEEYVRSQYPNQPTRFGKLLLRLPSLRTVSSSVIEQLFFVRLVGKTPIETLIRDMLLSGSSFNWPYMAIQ
MC4R antagonist: blocks human MC4R cAMP signaling; hit rate 0.48% among 360,000; P32245; MC4R-expressing cells, MTII-stimulated cAMP, LANCE TR-FRET; inhibition, % at 6.5 µM;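 active = inhibition above its plate's cutoff, the mean of tested wells on that plate plus 3 SD, cut at about 29% in these data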;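 note: 0% = Melanotan II alone and 100% = Melanotan II plus saturating MCL0020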
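material = U2OS cells stably expressing human melanocortin 4 receptor (MC4R) | also added = Melanotan II challenge | dosing = single nominal compound dose of 6.5 µM | detection = TR-FRET with Eu-cAMP and labeled anti-cAMP, 671 nm | replication = singlicate | timing = compound 30 min, challenge 1 h, detection 1 h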
NCOA1 inh: human NCOA1 inhibition; Q15788; HEK293 GAL4-SRC1 luciferase reporter, luminescence; inhibition, % at 3.6 µM; hit rate 0.12% among 360,000;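 active = inhibition above the campaign mean plus 3 SD, with each screening campaign given its own cutoff, cut at about 60% in these data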;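 note: 0% = DMSO treated cells and 100% = gossypol at 36 µM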
SRC2 inh: inhibits human steroid receptor coactivator 2 | hit rate 0.17% among 370,000 | HEK293 GAL4-SRC2 luciferase reporter, luminescence | Q15596 | inhibition, % at 9 µM;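 active = inhibition above the mean inhibition of all tested compounds plus 3 SD, set per campaign, cut at about 52% in these data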;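 note: 0% = DMSO treated cells and 100% = cells given Gossypol at 36 µM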
* = called active by the depositor; x = no result given. Some of the compounds tested. The share of hits here may be higher or lower than overall.

SMILES	NCOA3 inh	TLR9-MyD88 block	ABHD5-PLIN5 inh	NOD2-RIPK2 inh	MC4R ag barr	LRH-1 inv ag	EBV LMP1 NFkB	COUP-TFII inh	MC4R antagonist	NCOA1 inh	SRC2 inh
COc1ccc(CN2CCN(CCC(C)C)C(CCO)C2)cc1Cn1cncn1 (configuration not stated)	9	-7	-4	4	-0.6	-12	-3	-8	11	1	-15
Cc1ccc(NC(=O)Cn2cnc3ccccc32)cc1C	10	-3	2	2	-2.4	-12	-4	14	4	-22	18
O=C(O)CCc1nn2c3ccccc3n(CC(=O)c3cccs3)c2nc1=O	2	14	1	-4	-1.4	10	3	15	1	-2	13
CN(C)S(=O)(=O)c1cccc(NC(=O)c2ccc(-n3cncn3)c([N+](=O)[O-])c2)c1	-7	-5	0	4	-2.0	3	-6	-17	-2	7	12
CC1(C)C2CCC1(CS(=O)(=O)N1CCOCC1)C(=O)C2 (configuration not stated)	4	-1	4	3	-0.6	-1	-1	5	2	8	-16
Cc1noc(C)c1CSc1nc2cc(S(=O)(=O)N3CCOCC3)ccc2o1	19	5	-5	-4	-2.1	-7	-10	7	1	1	-4
COc1ccc(-c2csc(NC(=O)CSCc3c(C)noc3C)n2)c(OC)c1	-5	13	-11	1	0.1	-9	-3	-13	2	-3	-35
CCOC(=O)c1[nH]c(C)c(C(=O)C(C)C)c1C	-48	-2	4	-6	-0.5	-36	-4	-25	-7	-25	-34
CC(=O)NC1C(=O)N(CCN2CCOCC2)c2ccc(F)cc21 (configuration not stated)	10	-2	0	-1	-1.5	8	-9	7	10	5	7
O=C(CCNS(=O)(=O)c1ccccc1F)N1CCN(Cc2ccccc2)CC1	19	2	1	-4	-1.8	0	-6	-22	-1	3	-25
CC(C)c1cccc(C(C)C)c1NC(=O)c1ccc(-c2cc(Cl)ccc2Cl)o1	-17	x	-4	-2	-0.6	6	x	-4	4	6	10
CCOC(=O)N1CCN(c2ccc3nnnn3n2)CC1	-2	-1	-2	-5	-0.1	-11	-3	2	-1	-3	-30
O=S(=O)(c1ccccc1C(F)(F)F)N1CCN(c2ncnc3sccc23)CC1	0	-2	2	-6	-2.5	-21	9	15	11	11	25
Cc1ccc(C(=O)NCC(=O)NCC(=O)OCc2ccc(Cl)cc2)cc1	7	0	-3	-18	0.7	16	-4	13	10	-24	4
Cc1ccccc1CN(C)C(=O)c1ccc2ccccc2n1	4	-7	0	-1	-1.2	7	-11	4	-2	4	6
CC1(C(=O)NS(=O)(=O)C2CC2)CCCN(C(=O)C2(c3ccc(Cl)cc3)CCCC2)C1 (configuration not stated)	-4	x	3	1	0.1	11	x	-5	6	4	-31
O=C(OCc1cc(=O)c(OC(=O)c2ccccc2)co1)c1ccccc1	-4	-12	2	4	-0.7	5	-2	1	2	8	-22
O=C(/C=C/[C@H]1O[C@@H](n2ccc(=O)[nH]c2=O)[C@H](O)[C@@H]1O)N[C@@H](Cc1ccccc1)C(=O)O	14	x	-2	-2	x	20	x	-3	x	-35	6
C[C@@H](C(=O)Nc1ccc2ccccc2c1)[C@@H]1C[C@@]1(C)[C@@H](NC(=O)c1cnccn1)c1ccccc1	7	-2	-7	0	-1.8	-14	4	-2	8	-1	23
O=C(CCCCCNC(=O)c1ccccc1)N/N=C/c1ccc(F)cc1	12	2	-4	5	-1.4	-3	-4	2	4	-6	-25
CSC1=NC(C)(C)C=C(/C=C/c2ccc(Cl)cc2)N1	17	-1	24*	-8	-1.3	-18	3	0	-6	7	19
Cc1cn(C(=O)c2ccccc2)c(=S)n1-c1ccc(Cl)cc1	21	2	5	4	1.2	17	1	-14	7	18	-4
COC(=O)CSc1nnc(COc2cccc3ccccc23)o1	-17	6	2	1	-1.6	8	-16	5	21	11	5
C#CCn1cc(/C=N/NC(=O)COc2cccc3cccnc23)c2ccccc21	2	-9	0	0	1.4	11	-6	7	-1	13	-23
CCN1C(=O)CSc2ccc(C(=O)OC)cc21	5	-4	-3	9	-0.7	23	-5	6	2	-8	-5

Compound profiles (already shown). Values in the order: NCOA3 inh | TLR9-MyD88 block | ABHD5-PLIN5 inh | NOD2-RIPK2 inh | MC4R ag barr | LRH-1 inv ag | EBV LMP1 NFkB | COUP-TFII inh | MC4R antagonist | NCOA1 inh | SRC2 inh
Entry for CCN1C(=O)CSc2ccc(C(=O)OC)cc21 = 5 | -4 | -3 | 9 | -0.7 | 23 | -5 | 6 | 2 | -8 | -5
Entry for O=C(OCc1cc(=O)c(OC(=O)c2ccccc2)co1)c1ccccc1 = -4 | -12 | 2 | 4 | -0.7 | 5 | -2 | 1 | 2 | 8 | -22
Entry for O=C(/C=C/[C@H]1O[C@@H](n2ccc(=O)[nH]c2=O)[C@H](O)[C@@H]1O)N[C@@H](Cc1ccccc1)C(=O)O = 14 | x | -2 | -2 | x | 20 | x | -3 | x | -35 | 6

More entries:
SMILES	NCOA3 inh	TLR9-MyD88 block	ABHD5-PLIN5 inh	NOD2-RIPK2 inh	MC4R ag barr	LRH-1 inv ag	EBV LMP1 NFkB	COUP-TFII inh	MC4R antagonist	NCOA1 inh	SRC2 inh
COCCn1c(SCC(=O)Nc2ccc(F)cc2F)nc2c(c1=O)SCC2	-12	2	6	-6	-1.1	-10	-1	6	0	17	6
Cc1ccc(-c2nc3ccccc3[nH]2)cn1	-56	-2	-2	-1	-0.7	-82	-17	-5	6	-90	-72
Cc1ccc(NC(=O)CSc2nsc(SCC(=O)Nc3ccc(C)cc3C)c2C#N)c(C)c1	13	-10	-3	-11	-2.0	45	-5	12	1	-1	-9
O=C1C2C3CCCC3=C3CCCC3C2C(=O)N1c1cccc(Cl)c1 (configuration not stated)	-6	2	-3	-3	-1.4	10	-3	5	9	-20	26
COc1cccc(NC(=O)c2sc(NC(=O)c3ccncc3)nc2C)c1	13	-1	-6	2	-0.9	-15	1	4	-4	-1	-1
COc1ccc(C)cc1S(=O)(=O)N1CCC2(CC1)OCCN2S(=O)(=O)c1ccccc1	10	-6	-1	3	-2.1	-13	-8	9	-4	-13	-12
CCCSc1nc2c(c(=O)[nH]c(=O)n2C)n1Cc1ccccc1	10	1	-5	-1	-2.6	-10	3	-7	-2	-10	-9
CCOC(=O)COc1ccc([N+](=O)[O-])cc1	5	-10	-3	-11	0.7	9	7	-13	13	-25	-19
CCOc1ccc(OCCCC(=O)NNC(=O)c2ccncc2)cc1	5	2	7	5	-3.1	30	-6	1	7	-22	-6
CCN(CC)CCCN1C(=O)C(=O)/C(=C(/O)c2cc(C)ccc2C)C1c1cccnc1 (configuration not stated)	5	2	7	-7	-0.3	-6	2	-7	-7	-19	2
CCN1CC(CN(C)Cc2cn(-c3ccc(C)cc3)nc2-c2cccc(C)c2)CC1=O (configuration not stated)	3	9	14	8	-0.2	-1	3	10	3	16	7
CC(=O)O[C@@H]1[C@H]2[C@@H](C[C@@H](C)[C@@H]3C=CC(=O)[C@@]13C)OC(=O)[C@@H]2C	2	-8	-2	-1	0.1	-17	5	7	5	-48	15
CCCCNc1cc(F)nc(N)n1	-10	6	0	-5	-1.3	-30	-5	6	6	-1	9
COc1cccc(C(=O)NC(=S)N2c3ccccc3CC2C)c1OC (configuration not stated)	7	0	-13	0	0.5	29	-6	-2	-1	-14	-1
CC1Cc2ccccc2N1S(=O)(=O)c1cccc(C(=O)NCc2ccccn2)c1 (configuration not stated)	19	-5	2	5	-5.2	7	-11	3	0	-8	8
CSc1nsc(SC)c1C(=O)Nc1ccc(Cl)cc1	19	4	-6	2	7.3	4	6	-24	2	20	-19
Cc1ccc(C(=O)c2cc([N+](=O)[O-])ccc2N2CCOCC2)cc1C	2	5	3	2	-1.3	20	5	-8	-5	-8	-6
CC(=O)c1cccc(NC(=O)c2cc(=O)c3ccccc3o2)c1	-6	8	5	-1	0.2	12	4	0	7	-28	-28
CN(C)C(=O)c1ccc(NC(=O)COc2cccc(Oc3ccccc3)c2)cc1	-1	-3	-7	9	-4.0	2	-1	-5	2	-10	4
O=C(CCn1[nH]c(=O)c2ccccc2c1=O)NCCO	-27	-4	3	-2	-1.2	16	-3	8	-4	7	-24
CCOC(=O)CN1C(=O)C(C)(C)Oc2ccc(C(=O)NC(C)(C)CC)cc21	-9	-1	0	-4	0.2	2	0	16	0	-1	-5
CCCC(=O)C1=C(O)C(C(=O)OC)C(C)(C)CC1=Nc1cccc([N+](=O)[O-])c1 (configuration not stated)	-7	-5	6	2	-0.1	38	-9	7	2	-4	-9
COc1ccc(C(=O)NCCS(=O)(=O)N2CCc3ccccc3C2)c(OC)c1	8	10	5	11	-2.0	-7	-1	1	12	10	-17
O=C(c1ccco1)N1CCN(Cc2c(F)cccc2Cl)CC1	-22	0	-2	0	-1.6	-38	-8	-24	12	-68	-57
Cc1cc(O)cc(=O)n1CCc1ccccc1	6	-12	-1	-14	0.1	-7	4	12	11	-12	8
(more compounds)
SMILES	NCOA3 inh	TLR9-MyD88 block	ABHD5-PLIN5 inh	NOD2-RIPK2 inh	MC4R ag barr	LRH-1 inv ag	EBV LMP1 NFkB	COUP-TFII inh	MC4R antagonist	NCOA1 inh	SRC2 inh
Oc1ccc(-c2n[nH]c(=S)n2-c2ccc3c(c2)OCCO3)c(O)c1	35	5	1	-4	-0.5	14	26	26	8	30	12
O=C(OCC(=O)c1c[nH]c2ccccc12)c1ccco1	12	0	6	-5	-1.3	12	-20	-17	-6	-11	-35
CSc1nc(C)c2c(c1C#N)CCCC2	23	-7	8	-6	4.3	9	9	5	-4	-13	-11
Cc1csc(NC(=O)c2cccn2C)n1	-102	3	1	1	-1.4	-150	7	-33	5	-78	-52
COc1cc(CSC)nc(-c2ccccc2)n1	2	1	2	-7	-1.4	10	5	3	1	-7	12
NS(=O)(=O)c1ccc(CCNC(=O)c2cccc([N+](=O)[O-])c2)cc1	3	1	-3	-4	-2.8	0	-7	-6	7	-12	-19
NCCCC(=O)N1c2ccccc2Sc2ccccc21	-17	-4	11	2	-0.7	-13	-1	-15	3	-15	-9
COc1ccccc1OCC(=O)Nc1sc2c(c1C(N)=O)CCC2	-27	8	-5	-3	-0.8	-94	-18	-20	-10	-58	-31
NNc1nc2c(-c3ccc(F)cc3)nnn2c2ccccc12	-96	11	4	0	-2.5	-82	-32	-24	0	-132	-67
N/C(Cc1ccc(Cl)cc1)=N\OC(=O)c1cccc2ccccc12	12	0	-10	0	11*	5	-23	0	3	0	-1
Cc1ccnc(NC(=S)NC(=O)/C=C/c2ccco2)c1	-152	-12	24*	-6	-0.1	-130	-13	-49	6	-81	-48
COc1cc(NC(=O)CSc2nnc3ccc(-c4ccncc4)nn23)cc(OC)c1	9	0	-5	6	-0.3	9	4	17	1	-16	-9
CC(=O)c1c(C)[nH]c(C(=O)COC(=O)c2cc(C)oc2C)c1C	14	10	-10	14	-0.7	4	15	2	-1	-6	7
CSc1nnc(CNS(=O)(=O)c2ccc(Cl)cc2)n1C	17	-4	4	-12	-0.7	11	-3	-8	2	-4	-13
COc1ccccc1-c1cc(N)n(S(=O)(=O)c2cccc3nsnc23)n1	-4	-7	6	-9	1.8	8	-11	10	5	3	-16

Source: PubChem BioAssay (several laboratories)
